OX1R antag-1: human HCRTR1 antagonism; O43613; CHO/OX1R cells, Fluo-8 calcium fluorescence, orexin A; inhibition, % at 5 µM; 330,000 tested, 0.43% active; AID 434989;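 active = inhibition above its plate's threshold, mean inhibition of all tested compounds on the plate plus 3 SD, cut at about 37% in these data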;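 also: 0% = orexin A challenge wells and 100% = SB-334867-A antagonist wells; not every result past the cut was called active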
Target sequence (O43613 whole entry, looked up): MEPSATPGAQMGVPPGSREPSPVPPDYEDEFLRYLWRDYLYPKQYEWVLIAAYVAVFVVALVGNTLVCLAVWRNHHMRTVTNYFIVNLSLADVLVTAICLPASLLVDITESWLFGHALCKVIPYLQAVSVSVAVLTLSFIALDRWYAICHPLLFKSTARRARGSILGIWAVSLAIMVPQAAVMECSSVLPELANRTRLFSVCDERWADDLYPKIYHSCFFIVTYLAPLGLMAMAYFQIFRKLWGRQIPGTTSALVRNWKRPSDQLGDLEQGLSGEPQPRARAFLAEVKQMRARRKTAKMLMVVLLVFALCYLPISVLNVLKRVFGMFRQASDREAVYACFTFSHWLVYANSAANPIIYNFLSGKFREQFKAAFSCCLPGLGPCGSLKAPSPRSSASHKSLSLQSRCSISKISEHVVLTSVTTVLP
OX1R antag-2: blocks the human orexin 1 receptor; O43613; OX1R-expressing cells, FRET antagonist read-out; inhibition, % at 6.6 µM; 330,000 tested, 1.8% active; AID 485270; in the data active = inhibition mostly above about 38%, no sharp cut-off; inactive = mostly below about 40%;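 also: 0% = agonist challenge alone and 100% = reference antagonist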
CHT allo act: allosterically activates the human high affinity choline transporter; Q9GZV3; CHT-expressing cells, membrane potential dye, choline EC20; stronger effect = higher value; LV-AA mutant CHT in HEK293 cells; B-score at 10 µM; 310,000 tested, 0.49% active; AID 488977;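 active = initial fluorescence not abnormally high and integrated response B-score, plate-corrected, over 3 SD above library mean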
Target sequence (Q9GZV3 whole entry, looked up): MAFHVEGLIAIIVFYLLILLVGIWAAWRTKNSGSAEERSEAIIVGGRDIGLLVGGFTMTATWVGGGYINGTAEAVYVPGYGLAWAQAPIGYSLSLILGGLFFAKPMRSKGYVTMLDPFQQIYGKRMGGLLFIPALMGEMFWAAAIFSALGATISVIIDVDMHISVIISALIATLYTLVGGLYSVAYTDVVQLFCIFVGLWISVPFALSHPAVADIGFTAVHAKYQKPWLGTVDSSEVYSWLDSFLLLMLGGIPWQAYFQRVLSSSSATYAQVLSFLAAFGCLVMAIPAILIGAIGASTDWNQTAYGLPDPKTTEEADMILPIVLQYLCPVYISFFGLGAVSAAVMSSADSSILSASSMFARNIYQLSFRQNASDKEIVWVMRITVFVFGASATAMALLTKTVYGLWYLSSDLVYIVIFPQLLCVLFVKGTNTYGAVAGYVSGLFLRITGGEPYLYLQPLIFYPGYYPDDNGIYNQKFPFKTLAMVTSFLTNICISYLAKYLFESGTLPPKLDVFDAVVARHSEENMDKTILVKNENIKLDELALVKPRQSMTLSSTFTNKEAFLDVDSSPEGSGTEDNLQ
The depositor's hits bear a star; i = inactive; · = not tested or not shown.

nr | SMILES | OX1R antag-1 | OX1R antag-2 | CHT allo act
1 | CCN(CC)c1ccc(/C=C2\C(=O)N(c3nnc(C)c(=O)[nH]3)N=C2C)cc1 | -6 | 9 | i
2 | COc1ccc(N2CC(C(=O)N(C)CC(=O)Nc3ccc(Cl)c(C(F)(F)F)c3)CC2=O)c(OC)c1 (centres undefined) | -9 | 12 | i
3 | Cc1nc(C(=O)N(C)C)nn1-c1ccc(Cl)cc1Cl | -6 | 8 | i
4 | CCc1ccc(NC(=O)Cn2cccc2)cc1 | -16 | 6 | i
5 | Cc1ccc(Cl)cc1N1CCN(C(=O)CCS(=O)(=O)c2ccc3c(c2)NC(=O)CO3)CC1 | 17 | 17 | i
6 | O=C(COC(=O)Cc1ccccc1F)NCCNC(=O)COC(=O)Cc1ccccc1F | -9 | 6 | i
7 | Cc1nnc(SCC(=O)Nc2sccc2C#N)s1 | 8 | 25 | i
8 | NC(=O)C1CCN(c2ncnc3c2c(-c2ccccc2)cn3-c2ccccc2)CC1 | -19 | 13 | i
9 | CCOC(=O)/C(=N/Nc1ccccc1)c1csc(Nc2ccccc2)n1 | -16 | 14 | i
10 | O=C(CCN1C(=O)S/C(=C\c2ccccc2)C1=O)Nc1ccc(S(=O)(=O)Nc2nccs2)cc1 | 4 | 7 | i
11 | CNC(=S)NNC(=O)CSCc1c(Cl)cccc1Cl | -4 | 26 | i
12 | Cc1ccc(S(=O)(=O)N2CCOCC2)cc1NC(=O)COC(=O)CCC(=O)c1cccs1 | -14 | 9 | i
13 | Cc1cc(C(=O)NNc2c(Cl)cccc2Cl)n(C(C)(C)C)n1 | -9 | 7 | i
14 | CCOc1ccc(OCCC(=O)N(CC(=O)Nc2ccccc2C(F)(F)F)Cc2ccco2)cc1 | -22 | 11 | i
15 | COc1ccccc1NC(=S)N(Cc1ccco1)Cc1cc2cc(C)cc(C)c2[nH]c1=O | -23 | 5 | i
16 | COc1ccc(C(=O)NNC(=O)Cc2ccc(Cl)cc2)cc1 | -16 | 16 | i
17 | Oc1c(Cl)cc(Cl)cc1/C=C/c1ccc2cccc(O)c2n1 | 19 | 13 | i
18 | Cc1sc2ncnc(SCC(=O)N3CCCC3=O)c2c1C | -25 | 6 | i
19 | O=C(COc1ccc(Cl)cc1Cl)OCC(=O)c1ccc[nH]1 | 6 | 6 | ·
20 | Cc1cc(C)c(S(=O)(=O)NCCCn2ccnc2)cc1C | -10 | 13 | i
21 | O=C(CCC(=O)N1CCOc2ccccc21)NCCCN1CCOCC1 | -14 | 4 | i
22 | COc1ccc(C(=O)Nc2ccc(N3CCN(C(=O)c4ccccc4C)CC3)cc2)cc1 | -6 | 21 | i
23 | COC(=O)Cc1cc(=O)[nH]c(/N=C(\N)Nc2ccc(C)cc2)n1 | -1 | 8 | i
24 | O=C(NNc1ccccn1)C(c1ccccc1)c1ccccc1 | -17 | 16 | i
25 | CCc1ccc(C(=O)COC(=O)CNC(=O)CNS(=O)(=O)c2ccccc2)cc1 | -6 | -13 | i

Screen by screen, as entered above:
Compounds 1–10 in OX1R antag-1 read -6, -9, -6, -16, 17, -9, 8, -19, -16, 4
Compounds 1–10 in OX1R antag-2 read 9, 12, 8, 6, 17, 6, 25, 13, 14, 7

The list goes on:
nr | SMILES | OX1R antag-1 | OX1R antag-2 | CHT allo act
26 | N#CCSc1nnc(-c2cccnc2)n1-c1ccccc1 | -3 | 14 | i
27 | Cc1cc(C)nc(OC(C(=O)O)C(OCCc2ccccc2)(c2ccccc2)c2ccccc2)n1 (centres undefined) | -21 | 0 | i
28 | CCN(CC(=O)Nc1ccc2c(c1)OCCO2)C(=O)/C=C/c1ccccc1 | -16 | 13 | i
29 | CC(=O)N1CCN(S(=O)(=O)c2cccc(C(=O)Nc3ccccc3N3CCOCC3)c2)CC1 | -12 | 7 | i
30 | Cc1ccc(C)n1NC(=O)c1ccc(Cl)cc1Cl | -10 | 17 | i
31 | Cc1ccc2c(Cl)cc(Cl)c(OCC(=O)NC3CCS(=O)(=O)C3)c2n1 (centres undefined) | -25 | 7 | i
32 | COC(=O)C1(NC(=O)NC2CCCCC2)CCCCC1 | 3 | 8 | i
33 | CC(=O)N1CCc2ccc(S(=O)(=O)N3CCN(C)CC3)cc21 | 4 | 11 | i
34 | NC(=O)CSc1nc(C2CC2)nc2sc3c(c12)CCCC3 | -11 | 24 | i
35 | COc1ccc(CCN2C(=O)c3[nH]nc(-c4ccccc4O)c3C2c2cccc(O)c2)cc1OC (centres undefined) | -22 | 11 | i
36 | O=S(=O)(c1ccc(Cl)s1)N1CCNCC1 | 5 | -1 | ·
37 | CC(=O)c1ccc(NC(=O)c2cc(S(=O)(=O)N3CCOCC3)ccc2C)cc1 | -10 | 8 | i
38 | Cc1cc(C)c(C#N)c(N2CCSCC2)n1 | -11 | 2 | i
39 | COCCNC(=O)/C(C#N)=C\c1ccc(CNS(=O)(=O)c2ccccc2)o1 | -13 | 27 | i
40 | Cc1ccc(C)c(C(=O)CCC(=O)NCc2ccc(Cl)cc2)c1 | -8 | 35 | i
41 | CN(C)/C=C1\SC(=S)N(N2C(=O)C3C4C=CC(C4)C3C2=O)C1=O (centres undefined) | -18 | 18 | i
42 | Cc1ccc(Nc2nc(C(=O)NCCCN3CCOCC3)cs2)cc1 | -19 | -1 | i
43 | COC(=O)Cn1cnc2sc3c(c2c1=O)CCCC3 | 0 | 11 | i
44 | C=CCNCCOCCOc1ccc(C)cc1Br | -4 | 25 | i
45 | O=S(=O)(c1cccc(F)c1)N1CCc2sccc2C1c1ccc(OC(F)(F)F)cc1 (centres undefined) | -35 | 2 | i
46 | O=C(N/N=C/c1[nH]c2ccccc2c1Cl)c1cccc(Br)c1 | -16 | 21 | i
47 | CCO/C(=C/c1sc2ccc(OC)cc2[n+]1CCCS(=O)(=O)[O-])CC | -3 | 18 | i
48 | O=C(N/N=C/C=C/c1ccc([N+](=O)[O-])cc1)c1cccs1 | -6 | 38 | i
49 | CCOc1ccc(Br)cc1C(=O)N/N=C/c1cccnc1 | -12 | 11 | i
50 | O=C(Nc1cccnc1)c1cc(-c2ccc(Br)cc2)on1 | -7 | 11 | i
51 | CCSc1ccc(C(=O)Nc2cccc(C)n2)cc1[N+](=O)[O-] | -14 | 31 | i
52 | COc1ccccc1NC(=O)CCN1C(=O)/C(=C/c2cc(OC)c(OC)c(OC)c2)SC1=S | -27 | 11 | i
53 | Cc1c(O)ccc(C(=O)COc2ccc(F)cc2)c1O | 4 | 21 | i
54 | O=C(Nc1sc2c(c1C(=O)O)CCC2)c1ccccc1 | -2 | 32 | i
55 | CCN(CC)S(=O)(=O)c1ccc(C)c(NC(=O)CNCCN(C(C)C)C(C)C)c1 | -4 | 2 | i
56 | Cc1cc(CNC(=O)c2cccc([N+](=O)[O-])c2)c2ccccc2n1 | -16 | 59 | i
57 | Cc1nc(/C=C/c2ccccc2)[nH]c(=O)c1-c1ccccc1 | -3 | 4 | i
58 | CCOc1ccc(NC(=O)CC(=O)Nc2ccc(OCC)cc2)cc1 | 4 | 1 | i
59 | CCCOc1ccc(/C(O)=C2\C(=O)C(=O)N(c3ccccn3)C2c2ccccc2F)cc1C (centres undefined) | -26 | 0 | i
60 | CC(=O)N1CCOc2ccc(S(=O)(=O)N3CCN(c4cc(C)ccc4C)CC3)cc21 | -18 | 13 | i
61 | O=C(CSc1n[nH]c(=O)[nH]c1=O)c1ccc([N+](=O)[O-])cc1 | -14 | 134* | i
62 | CN1CCC(N(C)S(=O)(=O)c2ccc(Cl)cc2)CC1 | -13 | 4 | i
63 | Cc1ccc(CNc2nc3ccccc3n3nnnc23)cc1 | -12 | 0 | i
64 | COc1cccc(C(=O)N/N=C(\C)CC(=O)Nc2ccc(N(C)C)cc2)c1 | -10 | 20 | i
65 | Cc1ccc(-c2nc(N/N=C/c3cccnc3)c3ccccc3n2)cc1 | -15 | 17 | i
66 | Cc1ccc(N(C(=O)CC2NC(=O)NC2=O)C2(C(=O)NC3CCCC3)CCCCC2)cc1 (centres undefined) | -31 | 26 | i
67 | CCOc1ccc(/C=C/C(=O)OC(C)C(=O)NC2CCCCC2C)cc1OC (centres undefined) | -11 | 8 | i
68 | C[C@H](CO)N1C[C@H](C)[C@@H](CN(C)C(=O)Nc2ccc3c(c2)OCO3)Oc2ccc(NC(=O)Cc3ccccc3)cc2C1=O | 12 | 8 | ·
69 | COc1ccc(CNS(=O)(=O)c2c(C)[nH]c(C)c2C(=O)N2CCCC2)cc1 | -6 | 13 | i
70 | CC(=O)N1CCC(C(=O)NC2CCCc3c2cnn3-c2cc(F)cc(F)c2)CC1 (centres undefined) | -6 | 15 | i
71 | CCCn1nc(NS(=O)(=O)c2ccccc2)c2cc3cc(C)ccc3nc21 | -2 | 12 | i
72 | Cc1ccc2c(c1)C1CCCC3C1N2CC(=O)N3Cc1ccccc1 (centres undefined) | -28 | 13 | i
73 | CCOc1ccccc1NC(=O)c1cc(-c2cc(OC)c(OC)c(OC)c2)nc2ccccc12 | -25 | 20 | i
74 | Cc1ccc(NC(=O)COC(=O)Cc2csc(-c3ccc(Cl)cc3)n2)cc1C | -19 | 14 | i
75 | CC1CC(N(C(=O)c2ccc(Cl)cc2)c2ccccc2)c2ccccc2N1C(=O)c1ccco1 (centres undefined) | -29 | 18 | i

Record cards, from the list above. Screens in order: OX1R antag-1 | OX1R antag-2 | CHT allo act
CCOc1ccccc1NC(=O)c1cc(-c2cc(OC)c(OC)c(OC)c2)nc2ccccc12 across the screens: -25 | 20 | i
CCCOc1ccc(/C(O)=C2\C(=O)C(=O)N(c3ccccn3)C2c2ccccc2F)cc1C (centres undefined) across the screens: -26 | 0 | i

(more compounds)
nr | SMILES | OX1R antag-1 | OX1R antag-2 | CHT allo act
76 | COc1ccc(C)cc1S(=O)(=O)Nc1cc2c3c(c1)CCC(=O)N3CCC2 | -20 | 6 | i
77 | Cc1nn(C)c(C)c1S(=O)(=O)NC1CCCc2ccccc21 (centres undefined) | -14 | 20 | i
78 | CN(CCc1ccccn1)Cc1ccc(Cl)cc1 | -17 | 1 | i
79 | Cc1cc(N2CC(C)OC(C)C2)n2cc(-c3ccccc3)nc2n1 (centres undefined) | -2 | 8 | i
80 | Cc1cc2ccccc2n2c(SCC(=O)NCC3CCCO3)nnc12 (centres undefined) | -12 | 42 | i
81 | O=C(O)c1cc(NS(=O)(=O)c2ccc(F)cc2)cc(NS(=O)(=O)c2ccc(F)cc2)c1 | -24 | 1 | ·
82 | O=C(COC(=O)C1=COCCO1)NCc1ccc(Cl)cc1 | -30 | -14 | i
83 | COc1ccc(NC(=O)C2CCC(N3C(=O)C4CCCCC4C3=O)CC2)cc1 (centres undefined) | -15 | 7 | i
84 | CCOC(=O)Cn1c(=O)n(C2CCCC2)c(=O)c2ccccc21 | -6 | 12 | i
85 | CCC(CO)Nc1ccc(-c2nn(C)c(=O)c3ccccc23)cc1[N+](=O)[O-] (centres undefined) | -20 | 32 | i
86 | COc1ccccc1C(=O)NC(=O)COC(=O)c1cccc(OC(F)F)c1 | -10 | 2 | i
87 | Cc1c(O)c(=O)ccn1C | -2 | 22 | i
88 | CC1CN/C(=C\C(=O)c2ccccc2)C(=O)N1 (centres undefined) | -8 | 65 | i
89 | Cn1c(=O)c2c(ncn2CCNC2=NCCCCC2)n(C)c1=O | -14 | 11 | i
90 | COc1ccc(CNc2oc(COc3ccccc3)nc2C#N)cc1 | -22 | 19 | i
91 | O=C(CN1CCN(Cc2ccccc2)CC1)Nc1ccc2c(c1)CCC2 | -17 | 11 | i
92 | O=C1NCCCC1C(=O)N/N=C/c1ccccc1O (centres undefined) | -22 | 12 | i
93 | Cc1nn(C)cc1C(C)NC(=O)c1cc(COc2c(F)cccc2F)on1 (centres undefined) | -26 | 4 | i
94 | Cc1nonc1C(=O)N1CCCC(Nc2ccc(C(C)C)cc2)C1 (centres undefined) | -13 | 26 | i
95 | c1ccc(-c2cc3cc4c(cc3cn2)OCO4)cc1 | 39 | 72* | ·
96 | COCc1ccc(C(=O)NC(C)c2cnn(-c3ccccc3C)c2C)o1 (centres undefined) | 1 | 12 | i
97 | CCN(CC(=O)Nc1cccc(OC)c1)CC(=O)Nc1ccc(C)cc1Cl | -19 | 38 | i
98 | O=C(NCCN1CCOCC1)c1sc2cc(Cl)ccc2c1Cl | -30 | 9 | i
99 | COCc1cc(=O)[nH]c(/N=C(\N)Nc2ccc(C)cc2C)n1 | -19 | 9 | i
100 | O=C1CN(S(=O)(=O)c2ccccc2)CCN1 | -10 | 2 | ·
101 | O=C(Nc1cccc(-c2cn3cccnc3n2)c1)c1ccco1 | -3 | 12 | i
102 | Cc1ccc(NC(=O)Cc2nnc(SCC(=O)Nc3ccc(N4CCOCC4)cc3)n2C)cc1 | -17 | 1 | i
103 | Cc1cc(C)c(C#N)c(SCc2ccccc2[N+](=O)[O-])n1 | -12 | 33 | i
104 | Cc1cc2cc3c(N)[nH]nc3nc2cc1C | -11 | 11 | i
105 | O=c1ccc(S(=O)(=O)N2CCCC2)c[nH]1 | -15 | 5 | ·
106 | Cc1nn(CC(=O)NCCN2CCCCCC2)c(=O)c2nn(-c3ccccc3)c(C)c12 | -18 | 9 | i
107 | CC(=O)Nc1ccc(-c2cc(C(=O)O)c3ccccc3n2)cc1 | -8 | 16 | i
108 | O=C(OCC(=O)c1ccc[nH]1)c1ccc(C(F)(F)F)cc1 | 4 | 12 | ·
109 | CCNC(=S)NNC(=O)Cn1nc(C)cc1C | -14 | 4 | i
110 | CCCc1nnc(NC(=O)CCC(=O)N2CCC(Cc3ccccc3)CC2)s1 | -10 | 17 | i
111 | O=C(Nc1cccnc1)c1ccc(CN2CCc3ccccc3C2)cc1 | -14 | 19 | i
112 | CCOC(=O)CC(NC(=O)Cc1ccccc1)c1ccccc1Cl (centres undefined) | -17 | 17 | i
113 | CC(C)Cc1ccc(S(=O)(=O)Nc2cccnc2)cc1 | -13 | 30 | i

Source: PubChem (several laboratories)
